RBX1-CUL1 inh: blocks human RBX1-Cullin-1 di-ubiquitin formation. in vitro K48 di-Ub FRET, acceptor:donor ratio, 45 min. inhibition, % at 10 µM. hit rate 0.6% among 140,000; in the data active means inhibition above about 25%
Target sequence (P62877 whole entry, looked up): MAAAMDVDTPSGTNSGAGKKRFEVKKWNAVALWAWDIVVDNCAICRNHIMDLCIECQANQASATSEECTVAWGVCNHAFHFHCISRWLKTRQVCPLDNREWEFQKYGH
Target sequence (Q13616 whole entry, looked up): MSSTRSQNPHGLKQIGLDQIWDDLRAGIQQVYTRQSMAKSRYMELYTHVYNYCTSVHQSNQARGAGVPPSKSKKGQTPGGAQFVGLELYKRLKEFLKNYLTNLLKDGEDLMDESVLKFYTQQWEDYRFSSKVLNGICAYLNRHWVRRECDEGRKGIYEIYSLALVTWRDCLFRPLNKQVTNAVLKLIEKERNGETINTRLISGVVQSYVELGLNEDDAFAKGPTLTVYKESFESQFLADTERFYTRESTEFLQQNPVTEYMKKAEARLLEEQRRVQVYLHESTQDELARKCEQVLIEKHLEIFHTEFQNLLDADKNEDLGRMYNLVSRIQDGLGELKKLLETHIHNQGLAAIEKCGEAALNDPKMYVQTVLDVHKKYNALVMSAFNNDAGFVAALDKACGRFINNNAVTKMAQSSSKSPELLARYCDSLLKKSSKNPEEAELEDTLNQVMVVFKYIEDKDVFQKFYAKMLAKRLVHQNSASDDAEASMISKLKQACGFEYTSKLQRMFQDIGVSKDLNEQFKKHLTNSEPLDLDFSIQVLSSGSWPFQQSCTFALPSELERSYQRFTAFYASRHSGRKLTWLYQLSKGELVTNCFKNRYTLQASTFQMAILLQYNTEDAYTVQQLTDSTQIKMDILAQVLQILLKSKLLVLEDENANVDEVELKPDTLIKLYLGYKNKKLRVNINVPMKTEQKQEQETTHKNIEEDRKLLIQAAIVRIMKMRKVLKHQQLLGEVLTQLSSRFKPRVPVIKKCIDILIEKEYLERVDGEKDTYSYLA
An asterisk follows results filed as active.

SMILES | RBX1-CUL1 inh
Cc1ccc(CN2CCC(n3nccc3NC(=O)c3ccccc3)CC2)s1 | -7
CN1CCN(C(=O)Cn2ncc3c4ccccc4n(Cc4ccc(F)cc4)c3c2=O)CC1 | 1
Cc1ccc(C2C(C)C(N3CCC(C(=O)NCc4ccccc4C)CC3)NS2(=O)=O)cc1C (stereo not given) | 1
CN1CCCC(CCc2ccccc2F)C1 (stereo not given) | -1
CC1(C)CC2CC(C)(CN2C(=O)CCC2(Cc3ccc4ccccc4c3)CCC(=O)N2)C1 (stereo not given) | 12
Cc1ccc(-n2ncc(C(=O)N3CCN(C4CCCCC4)CC3)c2C2CCN(C(=O)OC(C)(C)C)CC2)cc1C | -1
O=C1CN(Cc2cnc(S(=O)(=O)CC3CC3)n2CC2CCCO2)CCN1 (stereo not given) | 0
O=C(NN1c2ccccc2CCc2ccccc21)c1ccccc1 | -6
O=C1c2cccc3c(Cl)ccc(c23)C(=O)N1c1ccccc1 | 5
COc1cc(/C=N/NC(=O)Cn2c(-c3nonc3N)nc3ccccc32)ccc1OC(=O)c1cc(F)c(F)cc1Cl | -1
O=C(c1ccc2ccccc2n1)N1CCC(Cn2cc(CO)nn2)CC1 | -11
O=C1CCCC2=C1C(c1ccc(OC(F)F)cc1)C1C(=O)CCCC1=N2 (stereo not given) | -3
COc1ccccc1CNC(=O)Cn1nc(C)c2nn(-c3ccc(Cl)cc3)c(C)c2c1=O | -9
CCC(C)c1ccccc1NC(=O)C(C)C (stereo not given) | 4
NS(=O)(=O)c1ccc(N=C2NC(=O)C(CC(=O)Nc3ccc(Cl)cc3)S2)cc1 (stereo not given) | 0
COc1ccc2cc(Br)ccc2c1CC(=O)NCCCN1CCOCC1 | -14
O=[N+]([O-])c1ccc(S(=O)(=O)c2ccc(Br)cc2)nc1 | -14
COc1ccc(OC)c(NC(=O)C2CCN(S(=O)(=O)c3ccc4c(c3)CC(C)N4C(C)=O)CC2)c1 (stereo not given) | -2
COc1ccc(Cn2cc(C(=O)N3CCCC(CN4CCCC4=O)C3)nn2)cc1 (stereo not given) | 6
CC(C)(C)c1ccc(OCC(=O)O)c(Br)c1 | 6
CCOC(=O)c1c(-c2ccc(OC)cc2)csc1NC(=O)CSc1nc2sc3c(c2c(=O)n1-c1ccccc1)CCC3 | -8
CCCC(=O)Nc1ccc(Cl)c(-c2nc3ccccc3s2)c1 | 0
COC(=O)C(NC(=O)c1cccc(F)c1)(N(Cc1cccnc1)Cc1ccccn1)C(F)(F)F (stereo not given) | 7
CC(C)(C)OC(=O)N1CCC(c2c(C(=O)N3CCN(c4ncccn4)CC3)cnn2-c2ccc(F)cc2F)CC1 | 1
CC(C)Oc1ccc(C(=O)N(Cc2ccc(N(C)C)cc2)C2CCS(=O)(=O)C2)cc1 (stereo not given) | -7
OC(COc1ccccc1CN1CCOCC1)CN1CCCCC1 (stereo not given) | -3
CCn1ccc2cc(S(=O)(=O)N3CCC(C(=O)NCc4ccc(OC(C)C)cc4)CC3)ccc21 | 5
Oc1ccccc1-c1n[nH]c(/C=C/c2ccc(F)cc2)n1 | 3
O=C(Nc1ccc(F)cc1F)c1c(Cl)cccc1Cl | 11
O=C(CCn1cnnn1)N1CCC2(CCCN(Cc3ccccc3F)C2)C1 (stereo not given) | 4
COC(=O)C1=C(C)N(CCc2ccc(OC)cc2)C(=O)/C1=C\c1ccc(N(C)C)cc1 | 19
CC1(C)CC(=O)C2C(=Nc3ccccc3N(C(=O)C(F)(F)F)C2c2ccc(Cl)cc2)C1 (stereo not given) | 3
Cc1ccccc1C(=O)Nc1ccc2oc(-c3ccc(Cl)c(Cl)c3)nc2c1 | 0
COc1ccc(-c2nc(-c3ccc(-c4ccccc4)cc3)c(-c3ccc(-c4ccccc4)cc3)[nH]2)cc1OC | 1
COc1cc(Cn2c(=O)sc3ccccc32)ccc1OC(C)C | -4
C=CCSC1=NC(=O)CC(c2cccc(OC)c2)C1C#N (stereo not given) | 0
O=C1NCCCC1C(=O)N1CCc2ccccc21 (stereo not given) | 1
CCCNS(=O)(=O)c1ccc(Cl)c(OC)c1 | 9
CCOC(=O)c1c(C)[nH]c(C)c1S(=O)(=O)N1CCCC(C(=O)NCc2ccc(C)cc2)C1 (stereo not given) | -3
C=CCn1c(SCC(=O)NC(C)(C)C)nnc1-c1ccccc1O | 2

Single values from the results shown:
Value for COc1cc(Cn2c(=O)sc3ccccc32)ccc1OC(C)C under RBX1-CUL1 inh: -4
Value for CCCNS(=O)(=O)c1ccc(Cl)c(OC)c1 under RBX1-CUL1 inh: 9
Value for C=CCSC1=NC(=O)CC(c2cccc(OC)c2)C1C#N (stereo not given) under RBX1-CUL1 inh: 0
Value for CCOC(=O)c1c(C)[nH]c(C)c1S(=O)(=O)N1CCCC(C(=O)NCc2ccc(C)cc2)C1 (stereo not given) under RBX1-CUL1 inh: -3
Value for CC1(C)CC(=O)C2C(=Nc3ccccc3N(C(=O)C(F)(F)F)C2c2ccc(Cl)cc2)C1 (stereo not given) under RBX1-CUL1 inh: 3
Value for C=CCn1c(SCC(=O)NC(C)(C)C)nnc1-c1ccccc1O under RBX1-CUL1 inh: 2

The list continues:
SMILES | RBX1-CUL1 inh
CC(C)(C)C(=O)CC(=N)/C=C/c1ccccc1 | 18
CCOc1ccc(CNC(=O)COc2cc(=O)n(C)c3ccccc23)cc1 | 2
Cc1ccc(Sc2ccc(NC(=O)Nc3ccccc3)cn2)cc1 | 0
CC1=Nc2nnnn2C(c2ccccn2)C1C(=O)OCc1ccccc1 (stereo not given) | -10
COc1nc2c(Cl)ccc(N)c2s1 | 5
COc1cc(NC(=S)NCCCO)c(OC)cc1Cl | 7
CCOc1cc(/C=C2\C(=O)NN(c3ccccc3)C2=O)cc(Br)c1OCc1c(Cl)cccc1Cl | 28*
COc1ccc(OCC(=O)NC(=S)Nc2ccc(S(=O)(=O)N3CCCC3)cc2)cc1 | 2
CN(C)C1c2ccccc2Sc2ccccc21 | 9
CNC(=O)c1cc(-c2cccc(-c3ccn[nH]3)c2)ccc1Cl | 11

Retrieved by compound from above:
SMILES | RBX1-CUL1 inh
CC1(C)CC(=O)C2C(=Nc3ccccc3N(C(=O)C(F)(F)F)C2c2ccc(Cl)cc2)C1 (stereo not given) | 3
O=C1NCCCC1C(=O)N1CCc2ccccc21 (stereo not given) | 1
CN1CCCC(CCc2ccccc2F)C1 (stereo not given) | -1
C=CCSC1=NC(=O)CC(c2cccc(OC)c2)C1C#N (stereo not given) | 0
COc1ccc(OCC(=O)NC(=S)Nc2ccc(S(=O)(=O)N3CCCC3)cc2)cc1 | 2

(continued)
SMILES | RBX1-CUL1 inh
CCn1cc(C(=O)N2CCCC(CCc3ccccc3F)C2)cn1 (stereo not given) | 6
S=C1NCN(Cc2ccccc2)CN1c1ccccc1 | 8
Cc1cc(OCC(=O)Nc2nc3c(s2)CCCC3)cc(C)c1Cl | 1
COc1cc(-c2nc(SCC(C)C)c(C#N)c3c2CCCC3)cc(OC)c1OC | 14
Cc1nnc(NC(=O)CSCC2=Nc3ccc(Cl)cc3C(=O)C2)s1 | 0
CC1=NN(c2cccc(C)c2)C(=O)C1C=Nc1cccc(C)c1 (stereo not given) | 2
CSc1ccc(CCNC(=O)c2csc3c2CCCCC3)cc1 | 6
Cc1cc(N2CCN(c3ccc(F)cc3)CC2)n2cnnc2n1 | -6
O=C1C(=O)C(C(=O)/C=C/c2cccc(Cl)c2)C=C(Br)C=C1Br (stereo not given) | 87*
COc1ccc(CNC(=O)c2cccc(-n3cnc4cccnc43)c2C)cc1 | -1
Clc1cccc(Cc2nn3c(Cc4ccccc4)nnc3s2)c1 | 11
NS(=O)(=O)c1nnc(NS(=O)(=O)c2ccc(NS(=O)(=O)c3ccc(Cl)cc3)cc2)s1 | 13
Cc1ccc(CS(=O)(=O)NC(C)C)cc1 | -6
CCN1CCN(C2(C(=O)NCC(C)(C)CO)Cc3ccccc3C2)CC1 | -10
O=C(Nc1ccccc1)c1ccc(CSc2ccccn2)cc1 | 2
Fc1cc(Br)cc2c1NC(c1ccccc1C(F)(F)F)C1CC=CC21 (stereo not given) | 2
COc1ccc(-c2nc(N)n(S(=O)(=O)c3ccc(Cl)cc3)n2)cc1 | 4
N=C1N=C(c2ccc([N+](=O)[O-])cc2)CS1 | 4
Cc1ccc(-c2noc(COc3ccc(Br)c(C)c3)n2)cc1 | -3
CC(C)c1ccc(CCC(=O)NC2CCCC2)cc1 | 2

Structural class: the compounds so far containing a CF3 group
SMILES | RBX1-CUL1 inh
COC(=O)C(NC(=O)c1cccc(F)c1)(N(Cc1cccnc1)Cc1ccccn1)C(F)(F)F (stereo not given) | 7
CC1(C)CC(=O)C2C(=Nc3ccccc3N(C(=O)C(F)(F)F)C2c2ccc(Cl)cc2)C1 (stereo not given) | 3
Fc1cc(Br)cc2c1NC(c1ccccc1C(F)(F)F)C1CC=CC21 (stereo not given) | 2

Following part.
SMILES | RBX1-CUL1 inh
CCCC(C)NC(=O)c1cccc(NS(C)(=O)=O)c1C (stereo not given) | 4
Clc1ccc(-c2nnc(CCc3ccccc3)o2)c(Cl)c1 | -4
c1ccc(-c2nc3c(o2)-c2ccccc2CC3)cc1 | 4
Cc1ccc(N(CCOC(=O)c2ccc(S(=O)(=O)N3CCCCC3)cc2)C2NS(=O)(=O)C3CCCCC23)cc1 (stereo not given) | -5
C=CCNC(=S)Nc1ccc(NC(=S)NCC=C)cc1 | 11
Cc1cccc(NC(=O)CSc2nnc3[nH]c(=O)cc(C)n23)c1C | -8
CC1CN(C(=O)C(C)NS(=O)(=O)c2cccc(Cl)c2)CC(C)O1 (stereo not given) | -1
Cc1ccccc1C(=O)NC(NC(=S)Nc1c(Cl)cccc1Cl)C(Cl)(Cl)Cl (stereo not given) | 8
CCCCCc1c(C)nc(SCc2cc(C)ccc2C)[nH]c1=O | 3
CC(C(=O)O)C1CCC2(CO)CCC3(C)C(CCC4C5(C)CCC(O)C(C)(C)C5CCC43C)C12 (stereo not given) | -4

RBX1-CUL1 inh: entries above that show a hit
SMILES | RBX1-CUL1 inh
CCOc1cc(/C=C2\C(=O)NN(c3ccccc3)C2=O)cc(Br)c1OCc1c(Cl)cccc1Cl | 28*
O=C1C(=O)C(C(=O)/C=C/c2cccc(Cl)c2)C=C(Br)C=C1Br (stereo not given) | 87*

Next part
SMILES | RBX1-CUL1 inh
COc1ccc(N=C2C(=Nc3ccc(OC)cc3)N(c3ccc(OC)cc3)C(=S)N2c2ccccc2)cc1 | -6
c1cc[n+](NC(=NC2CCCCC2)NC2CCCCC2)cc1 | -4
Cc1c(CC(=O)N(C)Cc2ccccn2)c2c(n1CC(C)C)CC(C)(C)CC2=O | 5
COc1ccc(Br)cc1CNC(=O)C(C)n1nc(C)n2c(cc3occc32)c1=O (stereo not given) | 7
Cc1ccc2oc(-c3cc(NC(=O)c4ncn[nH]4)ccc3O)nc2c1 | 3
C=CCn1c(SCC(=O)Nc2nccs2)nc2sc(CC)cc2c1=O | 8
CC(=O)c1nn(-c2cccc(Cl)c2)cc1C(=O)c1ccc(C)cc1 | -4
Cc1cc(C)cc(C(=O)Nc2ccccc2)c1 | -8
CC1(C)CC(=O)C2C(=Nc3ccccc3N(C(=O)Cc3ccccc3)C2c2cccc(O)c2)C1 (stereo not given) | 14
O=C(O)CCCSCC(=O)Nc1ccccc1 | 10
COc1ccccc1C1CN(CCNC(=O)C(c2cccnc2)N2CCCC2)Cc2ccccc2O1 (stereo not given) | -5
C=CCOc1ccc2ccccc2c1CC1=NC(=O)N(CC(=O)Nc2ccc(C)cc2)C1=O | 0
COc1cc2c(-c3cc(Br)ccc3O)nc3c(c(-c4ccccc4)nn3-c3ccccc3)c2cc1OC | 6
CC1=NC(=O)CC(c2ccccc2Cl)C1C(=O)OC1CCCC1 (stereo not given) | 3
N#C/C(=C\c1ccc(-c2ccc([N+](=O)[O-])cc2)o1)c1nc2ccccc2[nH]1 | -5
O=C(N/N=C/c1ccc([N+](=O)[O-])cc1)c1ccc(COc2ccc3ccccc3c2)cc1 | -7
O=C1NN=C(c2ccc(Cl)s2)CS1 | -6
CCOc1ccccc1NC(=O)C1CN(S(=O)(=O)c2ccccc2)CCN1S(=O)(=O)c1ccccc1 (stereo not given) | 2
CNCc1ccc(OCc2ccc(C)cc2)cc1 | 2
CCc1ccccc1NC(=O)CSc1nnc(COc2ccccc2)n1N | 10
COc1ccc(-c2nc3cc(C(C)C)ccc3o2)cc1NC(=O)COc1ccc(C)cc1C | 0
O=C(COc1ccc(F)cc1)Nc1ccc2nc(SCC(=O)N3CCc4ccccc43)sc2c1 | -7
CCN(CC)CCCNC(=O)CCc1c(C)nc2c(c1C)c(=O)n(C)c(=O)n2C | -13
COC(=O)CCNC(=O)N1CCN(c2nnc(C)c3c(C)n(-c4ccccc4)nc23)CC1 | 4
CCN(Cc1ccccc1)S(=O)(=O)c1ccc(-c2coc(C)n2)cc1 | 0
Cc1cc(Br)ccc1NC(=O)c1sc2nc3n(c(=O)c2c1C)CCCC3 | -7
O=c1ccccn1Cc1cn2ccccc2n1 | 0
CCOC(=O)c1cnc(SC)nc1N1CCC(c2noc3cc(F)ccc23)CC1 | 5
O=C(O)c1ccccc1N1C(=O)C2CC(Br)C(Br)CC2C1=O (stereo not given) | 3
Cc1[nH]c(=O)[nH]c(=O)c1NC(=O)c1cccc2ccccc12 | 5
CC(C)c1ccc2c(c1)[C@@H]1C=CC[C@@H]1[C@H](c1ccc(S(=O)(=O)N3CCOCC3)cc1)N2 | 31*
O=C1OC(c2ccccc2)=N/C1=C/c1cccc(OC(=O)c2cccs2)c1 | -2
CCn1nnc2cc(C(=O)Nc3ccc(OC)cc3)ccc21 | -8
CCOc1ccc(NC(=O)c2cc3cc4cc(OC)ccc4nc3s2)cc1 | 0
C=CCNC(=O)C12CC3CC(CC(C3)C1)C2 | 1
Cc1nc(N)sc1C(=O)N/N=C/c1ccccn1 | -5
CCOC(=O)C1C(CN2CCN(c3ccc(C)cc3C)CC2)=NC(=O)NC1c1ccc(OC)cc1 (stereo not given) | 2
CN(C)c1ccc(-c2nc(-c3ccco3)no2)cc1[N+](=O)[O-] | 7
COc1ccc(Cl)cc1NC(=O)Cn1c(=O)n2nc(-c3ccccc3)nc2c2ccccc21 | -1
CC(=O)c1ccc(NC(=O)CSC(=S)N2CCCC2)cc1 | -3
O=C(COc1ccccc1[N+](=O)[O-])N/N=C/c1cc2c(cc1[N+](=O)[O-])OCO2 | -6
O=C(NC(=S)Nc1ccccc1C(F)(F)F)c1ccccc1Cl | 5
O=C(Cn1cc(S(=O)(=O)Cc2cccc(Cl)c2)c2ccccc21)Nc1ccc(F)c(Cl)c1 | -8

An excerpt; the hit share may differ from the screen's.
